Screens as filed in PubChem.
hcGAS lum: human cGAS inhibition. Q8N884. recombinant h-cGAS, ATP depletion, Kinase-Glo luminescence. inhibition, % at 12.5 µM. 290,000 compounds, 0.081% hits. AID 1259398;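 further: 0% = vehicle reaction and 100% = reaction without DNA for no activity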
Target sequence (Q8N884 whole entry, looked up): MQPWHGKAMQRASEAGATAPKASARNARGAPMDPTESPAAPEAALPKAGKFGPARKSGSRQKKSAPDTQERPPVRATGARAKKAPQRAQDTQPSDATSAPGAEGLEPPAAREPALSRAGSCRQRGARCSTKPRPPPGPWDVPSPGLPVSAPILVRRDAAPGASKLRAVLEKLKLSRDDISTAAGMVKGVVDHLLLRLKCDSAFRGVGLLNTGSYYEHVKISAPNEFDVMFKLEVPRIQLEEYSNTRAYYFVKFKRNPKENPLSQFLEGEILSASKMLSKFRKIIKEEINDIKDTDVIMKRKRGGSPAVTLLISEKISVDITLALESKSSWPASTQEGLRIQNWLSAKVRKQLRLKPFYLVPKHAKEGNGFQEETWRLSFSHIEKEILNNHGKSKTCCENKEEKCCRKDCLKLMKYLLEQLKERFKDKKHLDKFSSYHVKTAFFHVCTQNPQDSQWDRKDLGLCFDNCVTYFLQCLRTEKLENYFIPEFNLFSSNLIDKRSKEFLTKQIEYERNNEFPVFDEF
mcGAS inh: mouse cGAS inhibition by luminescence | Q8C6L5 | recombinant cGAS, Kinase-Glo ATP depletion luminescence | inhibition, % at 12.5 µM | 160,000 compounds, 0.15% hits | AID 1259399;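 further: 0% = negative control wells and 100% = reference inhibitor with no enzyme activity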
NPYLR7 agonist: mosquito NPYLR7 agonism; activation, % at 10 µM; 270,000 compounds, 0.15% hits; HEK293T NPYLR7/Galpha15, GCaMP6s calcium fluorescence; in the data active means activation above about 40%;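 further: 0% = vehicle and 100% = reference agonist at the receptor; some compounds past the cut are filed as inactive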
Numbers without * were called inactive; / = not tested or not shown; & = joins results of further samples. Unless noted, no stated cut-off is given here; in the data, active means inhibition above about 40%; inactive means the rest. This is a random part of the collection; any-hit rate near 0.27%.

Start of the data: the first 2 records (preview)
SMILES | hcGAS lum | mcGAS inh | NPYLR7 agonist
COc1cc(C)ccc1OCC(=O)c1ccc2c(c1)N(CC(=O)N(C)Cc1ccccc1)C(=O)CO2 | -7 | -6 | /
COCCNC(=O)CSc1nnc(N2CCN(C(C)=O)CC2)s1 | 1 | -4 | -7

Results, previewed entries included:
SMILES | hcGAS lum | mcGAS inh | NPYLR7 agonist
COc1cc(C)ccc1OCC(=O)c1ccc2c(c1)N(CC(=O)N(C)Cc1ccccc1)C(=O)CO2 | -7 | -6 | /
COCCNC(=O)CSc1nnc(N2CCN(C(C)=O)CC2)s1 | 1 | -4 | -7
Brc1cccc(C2=Nn3c(nnc3-c3cccnc3)SC2)c1 | -7 | / | 9
O=S(=O)(NC1=NCCCCC1)c1ccc(F)cc1F | -5 | -6 | 8
N#Cc1nccnc1Oc1ccc2[nH]ncc2c1 | -5 | / | 2
CN(C)C(=O)N1CCC2(CC1)SCCN2C(=O)c1ccc(C(F)(F)F)cc1 | 1 | -4 | 4
Cc1ccc(NC(=O)N2CCC3(CC2)SCCN3C(=O)c2ccccc2Cl)cc1Cl | -5 | -4 | -5
CCOc1ccc(C(C2Sc3nc(C)nn3C2=O)N2CCC(C(N)=O)CC2)cc1OC (stereo not given) | -7 | -9 | -5
CC1CN(S(=O)(=O)c2ccc(NC(=O)COc3ccc(F)cc3Cl)cc2)CC(C)O1 (stereo not given) | -4 | -15 | 4
CCCn1nc(C)c(CNC2CCC3(CCNCC3)CC2)c1C | -14 | -6 | /
COc1ccc(N2CCN(C(=O)CC(C)(C)C)C(C)C2=O)cc1 (stereo not given) | -4 | -4 | 3
CCCC(=Nc1ccccc1O)C1=C(O)CC(CC(C)SCC)CC1=O (stereo not given) | 5 | / | -6
CC(C)c1ccc(CC(=O)N2CCC2(C)C(=O)Nc2cnc3ccccc3c2)cc1 (stereo not given) | -7 | / | 5
C=C(C)Cn1cnc(-c2ccccc2)c1-c1c(C)n(C)n(-c2ccccc2)c1=O | -3 | -17 | -4
COc1cc(CN2CCCC(C(=O)c3cccc(C(F)(F)F)c3)C2)cc2c1OCO2 (stereo not given) | -2 | 1 | -22

Rewritten with two lines to a compound: entries from further up.
Every second line gives: hcGAS lum | mcGAS inh | NPYLR7 agonist
COCCNC(=O)CSc1nnc(N2CCN(C(C)=O)CC2)s1
  1 | -4 | -7
Cc1ccc(NC(=O)N2CCC3(CC2)SCCN3C(=O)c2ccccc2Cl)cc1Cl
  -5 | -4 | -5
CCCC(=Nc1ccccc1O)C1=C(O)CC(CC(C)SCC)CC1=O (stereo not given)
  5 | / | -6
CC1CN(S(=O)(=O)c2ccc(NC(=O)COc3ccc(F)cc3Cl)cc2)CC(C)O1 (stereo not given)
  -4 | -15 | 4
CN(C)C(=O)N1CCC2(CC1)SCCN2C(=O)c1ccc(C(F)(F)F)cc1
  1 | -4 | 4
CCOc1ccc(C(C2Sc3nc(C)nn3C2=O)N2CCC(C(N)=O)CC2)cc1OC (stereo not given)
  -7 | -9 | -5

Later entries:
SMILES | hcGAS lum | mcGAS inh | NPYLR7 agonist
O=C(CSc1nc2ccccc2s1)Nc1nc2ccccc2s1 | -7 | -7 | -6
CCN(CC)C(=O)[C@@H]1C[C@H](N)CN1S(=O)(=O)c1ccc(OC)c(F)c1 | -7 | / | 11
Cc1ccsc1CN(C)C(=O)c1cccc(OC2CCN(C(=O)C3CC3)CC2)c1 | 2 | / | -6
COC(=O)NN=C1CC(C)CC(C)(C)C1 (stereo not given) | -8 | -10 | -1
Cc1ccc(NC(=O)Nc2c(C)nc3c(C)cccn3c2=O)c(C)c1 | -3 | -8 | -3
O=C(Nc1ccccc1Br)c1cc2ccccc2oc1=O | -5 | -4 | -9
Cc1ccc(C(NC(=O)c2cccc3ccnn23)c2ccncc2)cc1 (stereo not given) | -3 | / | -3
O=C(Nc1ccc2c(c1)OCO2)N1CCN(c2ccc3nncn3n2)CC1 | -3 | -7 | 2
O=C(c1ccc(NCCc2ncc[nH]2)nc1)N1CCC(Cn2cccn2)CC1 | -5 | -8 | -3
CC(Nc1cccc(Br)c1)C(=O)N/N=C\c1ccncc1 (stereo not given) | 1 | / | -2
O=C1CSC(c2ccc3c(c2)OCO3)N1c1ccc(Br)cc1 (stereo not given) | 5 | -2 | -9
COc1ccc(CN2CCN(C3CCN(C(C)=O)CC3)CC2CCO)cc1C (stereo not given) | -11 | / | 13
O=C1N(Cc2c(F)cccc2F)c2ccccc2C12NCCS2 (stereo not given) | 3 | / | 29
Cc1ccc2c(c1)CCN1C(=O)CN(C(=O)Nc3cccc(Oc4ccccc4)c3)CC21 (stereo not given) | -10 | -8 | 25
COc1ccc(C=C2C(=O)NC(=S)NC2=O)cc1[N+](=O)[O-] | -1 | -1 | -3
O=C1C(=O)N(CCCn2ccnc2)C(c2cccc([N+](=O)[O-])c2)C1=C(O)c1ccc(F)cc1 (stereo not given) | -1 | -2 | 7
O=C(Nc1cccc(-c2cscn2)c1)C1CCN(Cc2ccc(CO)o2)CC1 | -10 | / | 9
COCCn1cnnc1SC(C)C(=O)c1ccc(CCNC(C)=O)cc1 (stereo not given) | -9 | / | -3
CC(C)(C)c1ccc(S(=O)(=O)Nc2nccnc2-c2ccc(CNCCc3ccccn3)cc2)cc1 | 2 | -1 | -2
C=C1CCC[C@]2(C)C[C@H]3OC(=O)[C@H](CNCCc4ccccc4OC)C3CC12 (stereo not given in full) | -4 | 0 | 2
c1ccc(-c2nccc3n[nH]c(C4CC4)c23)cc1 | -5 | -6 | 2
Cc1ccc2nc(-c3ccc(C(F)(F)F)cc3)c(NC3CCCCC3)n2c1 | -12 | -9 | -8
O=C(CCC1CCN(C(=O)c2cscn2)CC1)NC1CCN(Cc2ccccc2)C1 (stereo not given) | -1 | / | 15
O=C(NCCc1nc2ccccc2[nH]1)c1c2c(nn1C1CCS(=O)(=O)C1)CCC2 (stereo not given) | 0 | -3 | -12
CC1CCN(Cc2nnnn2CCCC(=O)NCC(C)Oc2cccnc2)CC1 (stereo not given) | -1 | / | 1
Cc1cc(CN(C)C(=O)C2CCCN(C3CCN(C(=O)C4CC4)CC3)C2)ccn1 (stereo not given) | -5 | -11 | /
OCCNc1nc(NC2CCCC2)nc2c1cnn2-c1ccc(F)cc1 | -5 | -7 | 1
COc1ccc(Br)cc1S(=O)(=O)Nc1ccc2c(c1)OCCO2 | 0 | / | 7
COC(=O)CN(Cc1cnn(C)c1)C(=O)Cc1cccs1 | -6 | / | 8
O=C1CSC2(C(=O)Nc3ccccc32)N1c1ccccc1 (stereo not given) | -8 | / | 3
Cc1ccc(-c2ccc(C(=O)N(C)CCN(C)C)c(NCC3CC3)n2)cc1 | 0 | -2 | 4
CC(C)c1nc2sc3c(NCCCO)ncnc3c2c2c1COC(C)(C)C2 | -4 | / | 7
CN1CCCC1CCNC(=O)c1ccc(-c2n[nH]c3c2CCCc2ccccc2-3)cc1 (stereo not given) | -7 | -6 | 5
CCCCN(C)c1c(C)nc2ccc(C(=O)Nc3cc(-c4ccccc4)ccc3OC)cn12 | -5 | -3 | -7
Cc1nc2nc(-c3ccc(Cl)c(Cl)c3)cc(C(=O)O)c2[nH]1 | 0 | 12 | -2
O=C(CN1CCc2sccc2C1c1cccc(F)c1)N1CCN(C(=O)NC2CCCCC2)CC1 (stereo not given) | 5 | -2 | -5
O=C(Nc1nnc(SCc2ccc(F)cc2)s1)c1ccc([N+](=O)[O-])cc1 | -3 | -6 | -3
CN(Cc1ccsc1)Cc1nc2ccsc2c(=O)[nH]1 | -7 | -6 | 10
Cc1ccc(S(=O)(=O)NCCN2CCOCC2)s1 | -4 | / | 4
O=c1[nH]c(N2CCOCC2)nnc1Cc1ccccc1 | 2 | / | 2
COc1cccc(-c2cccc(NC(=O)C3CCCCN3C(=O)CCn3cncn3)c2)c1 (stereo not given) | 1 | -7 | 13
COCCNCc1ccc(OC)c(OS(=O)(=O)c2ccc(OC)cc2)c1 | -3 | / | 17
CCNC(=O)Nc1ccc(N(C)C)c(CN(C(=O)c2ccccc2Cl)C2CC2)c1 | 1 | -4 | 4
COc1cccc(OCc2nc(C(=O)N3CCN(c4ccccn4)CC3)co2)c1 | -6 | / | -1
Cc1cn2c3c(=O)n(CC(N)=O)c(=O)n(C)c3nc2n1Cc1ccco1 | -7 | / | 13
C/C(=C1\C(=O)N(c2nc3ccccc3s2)N=C1C(F)(F)F)N1CCN(c2ccccc2)CC1 | 3 | / | -13
CCOC(=O)C1CCCN(C(=O)CN2CC3=C(C2=O)C(c2ccc(F)cc2)NC(=O)N3C)C1 (stereo not given) | 1 | 1 | 0
CCOC(=O)CN1CCN(c2ccc(F)cc2F)C(=O)C1C (stereo not given) | -1 | 0 | 0
O=C(CCN1CCC(O)(c2ccccn2)CC1)Nc1nc2ccccc2s1 | -1 | / | 3
C=CCn1c(SC(C)C(=O)OC)nc2c1c(=O)[nH]c(=O)n2C (stereo not given) | -4 | / | -7
CCOc1ccc(OCC)c(S(=O)(=O)NCc2ccco2)c1 | 5 | -1 | 2
N#Cc1cccc(C(=O)N2CCOC(COc3ccc(F)cc3)C2)c1 (stereo not given) | -3 | / | 26
C=CCN(CC(=O)N(Cc1ccc(F)cc1)Cc1ccc(C)s1)C(=O)c1cccc(Br)c1 | 2 | -1 | 2
CCOC(=O)c1c(C)oc2nc(CN3CCCCCCC3)nc(N)c12 | -6 | -8 | 8
Cc1ccc(S(C)(=O)=O)cc1NC(=O)CN1CCCC1c1ccc(C(C)(C)C)cc1 (stereo not given) | -9 | -18 | -5
Cc1noc(COC(=O)[C@@H](NS(=O)(=O)c2ccccc2)C(C)C)n1 | 0 | / | 8
CCCc1cc(C(=O)OCC)nn1C1CCN(C(=O)[C@H](C)OC(C)=O)CC1 | -2 | -2 | 17
O=C(Nc1ccc(-c2csc(NC(=O)c3c(O)c4ccccc4[nH]c3=O)n2)cc1)c1ccccc1 | -6 | -6 | 18
CCc1c(C)c(C(=O)N2CCN(c3ccccc3F)CC2)n(Cc2cccc(C)c2)c1C | -2 | -5 | 5
CN(C)C(=O)CN1CCCN(CCCC(C)(C)C#N)CC1 | -13 | / | 14

Single values from above.
CCCc1cc(C(=O)OCC)nn1C1CCN(C(=O)[C@H](C)OC(C)=O)CC1 | hcGAS lum: -2
O=C(CCN1CCC(O)(c2ccccn2)CC1)Nc1nc2ccccc2s1 | NPYLR7 agonist: 3
CCOC(=O)C1CCCN(C(=O)CN2CC3=C(C2=O)C(c2ccc(F)cc2)NC(=O)N3C)C1 (stereo not given) | mcGAS inh: 1
CCc1c(C)c(C(=O)N2CCN(c3ccccc3F)CC2)n(Cc2cccc(C)c2)c1C | NPYLR7 agonist: 5
CN(C)C(=O)CN1CCCN(CCCC(C)(C)C#N)CC1 | hcGAS lum: -13

New compounds follow.
SMILES | hcGAS lum | mcGAS inh | NPYLR7 agonist
COc1ccc(CCn2c(-c3cc(C)c(OC)cc3C)nc3ccc(Cl)cc3c2=O)cc1 | -7 | -7 | 4
CN(c1ccccc1)N1CC(C(=O)NCC(c2ccccc2)c2ccccc2)CC1=O (stereo not given) | -9 | -5 | 0
COc1ccc(-c2[nH]ncc2-c2[nH]cnc2-c2ccccc2)cc1 | -3 | -16 | 1
O=C1CC(c2ccc(Cl)cc2)CC2=Nc3ccccc3NC(c3cccnc3)C12 (stereo not given) | -5 | -6 | -3
Cc1ncc(-c2c(-c3ccccc3)ncn2CCCc2ccncc2)s1 | -1 | -8 | 0
CN(C)S(=O)(=O)[C@@H]1CCN(C(=O)OCc2ccccc2)C1 | -5 | / | -6
COc1ccc(NC(=O)c2nc(N3CCOCC3)ncc2Cl)cc1 | -15 | / | 9
O=C(C1CCCN(S(=O)(=O)N2CCCCCC2)C1)N1CCC(N2CCCCC2)CC1 (stereo not given) | 2 | / | 7
CC(C)NC(=O)CCn1cnc2c([nH]c3ccc(Br)cc32)c1=O | -9 | -10 | /
Cc1ccc(F)c(NC(=O)CNCC2(O)CCCCC2)c1 | -4 | / | 15
COC(=O)[C@@H]1C[C@@H](NC(=O)c2cnc(-c3cccnc3)nc2)CN1C | -4 | / | 17
CCN(CC)C(=O)Oc1ccc2c(ccn2Cc2ccc(Cl)cc2)c1NC(=O)c1ccc(OC)c(OC)c1 | -2 | -5 | 0
COc1ccccc1OCC(=O)NCC1CCCN(C(=O)c2cccc(C)c2)C1 (stereo not given) | -8&-6 | -3 | 3&10
Cc1[nH]c2ccc(CNC(=O)c3cnc4c(c3)nnn4C)cc2c1C | -4 | -13 | 3
CCCCN(CC(=O)Nc1cc(C(C)(C)C)nn1-c1ccc(Cl)c(Cl)c1)C(=O)Nc1cccc(Br)c1 | -3 | 1 | 6
CCN(CC)CCN(C(=O)CN1C(=O)CCC1=O)c1nc2cc3c(cc2s1)OCCO3 | -6 | -8 | -5
CCCc1nnc2c(C(=O)N3CCC[C@H]3C(=O)OCc3ccccc3)cccn12 | -2 | -2 | 4
Cc1ccc2c(c1)C(=O)N(CCC(=O)OC(C)C(=O)N(c1nccs1)C1CCCCC1)C2=O (stereo not given) | -5 | / | 2
COc1ccc(CCNC(=O)CN2CCS(=O)(=O)CC2)cc1 | -5 | -16 | -2
Cc1nc2c(c(N3CCCC3)n1)CCN(C(=O)CC1CCC(=O)N1)C2 (stereo not given) | -5 | / | -1
Cc1nc(C(C)(C)NC(=O)c2ccc3[nH]ccc3c2)no1 | -3 | -18 | 2
CSCCCNC(=O)c1cncn1-c1cccc(-c2ccccc2C(F)(F)F)c1 | -4 | -5 | 6
Cc1cccc(NC(=O)CSc2nc(N)c(NC(=O)c3ccc(Br)o3)c(=O)[nH]2)c1C | -4 | -1 | -4
O=S(=O)(Nc1nc2ccc(F)cc2s1)c1ccc(F)cc1 | -7 | -4 | 0
CSCCCNC(=O)c1sc2cccc(C)c2c1Cl | 0 | -2 | 3
N#Cc1cc2n[nH]nc2cc1C#N | 13 | / | 2
